HIF-2a inh = blocks HIF-2a reporter activity | 786-0 RCC cells HIF-2a reporter, luciferase luminescence, overnight | inhibition, % at 18.8 µM | 360,000 compounds, 0.72% hits;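 active = inhibition of the luminescence signal of 40% or more relative to plate controls, in a single-dose primary screen at 18.75 µM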
C8 TRAIL sens = caspase-8 TRAIL sensitization | NB7+C8 cells + TRAIL, ATPlite viability luminescence | inhibition (viability loss, TRAIL sensitization), % at 10 µM | 360,000 compounds, 1% hits | AID 624354;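 active = compounds causing at least 50% loss of cell viability in the single-dose screen, relative to plate controls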
CF NFkB block = cystic fibrosis NF-kB activation inhibition; KKLEB NF-kB-GFP reporter, PAF-induced, GFP fluorescence overnight; inhibition, % at 5 µM; 360,000 compounds, 0.86% hits; AID 588850;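 active = at least 50% inhibition at 5 µM, scaled per plate between neutral and stimulator controls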;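 note: PAF is a Pseudomonas aeruginosa culture filtrate used as stimulus; plate controls were PAF-stimulated DMSO wells for no effect and unstimulated DMSO wells for full effect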
TROY signal inh = blocks TROY-dependent signaling in reporter cells; Q293 LMP1-TROYcd NF-kB luciferase reporter, 4 h; inhibition, % at 10 µM; 360,000 compounds, 0.98% hits; AID 1347056;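 active = compounds whose plate-normalised and pattern-corrected inhibition of the luciferase reporter signal at the single screening dose is 50% or more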
NR2E3 ag-1 = NR2E3 (human) agonism | GST-NR2E3/biotin-RetCOR TR-FRET, 1536-well | inhibition of corepressor binding, % at 4.78 µM | 320,000 compounds, 0.12% hits | AID 2300;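 active = percent inhibition above the cutoff of mean plus 3 SD of all tested compounds, set per screening campaign, cut at about 20% in these data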;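 note: 0% = DMSO wells and 100% = biotin wells as full block of FRET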
Target sequence (Q9Y5X4 whole entry, looked up): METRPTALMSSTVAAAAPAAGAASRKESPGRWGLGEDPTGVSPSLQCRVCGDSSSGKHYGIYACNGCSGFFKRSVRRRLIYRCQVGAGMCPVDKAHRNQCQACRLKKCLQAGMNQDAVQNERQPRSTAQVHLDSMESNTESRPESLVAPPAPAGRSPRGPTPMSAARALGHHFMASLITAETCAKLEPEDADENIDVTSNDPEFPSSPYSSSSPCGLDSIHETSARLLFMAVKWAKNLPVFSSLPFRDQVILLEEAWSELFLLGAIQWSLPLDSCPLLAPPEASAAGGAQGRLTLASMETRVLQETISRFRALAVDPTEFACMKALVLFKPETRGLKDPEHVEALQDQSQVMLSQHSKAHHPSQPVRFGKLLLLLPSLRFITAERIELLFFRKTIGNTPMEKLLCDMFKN
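Material – GST-tagged NR2E3 plus biotinylated RetCOR corepressor · Quantity – NR2E3 fusion 1.35 nM · Times – 5 h incubation at 4 °C · Medium – pH 7.5 Tris-based buffer · Technique – TR-FRET, Eu(K)-anti-GST donor, streptavidin-D2 acceptor, ex 340, em 617/671 nm · Benchmarks – high control biotin, low control 0.6% DMSO · Format – 1536-well plates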
NR2E3 ag-2 = activates human NR2E3 receptor; Q9Y5X4; CHO-S Gal4-NCOR/VP16-NR2E3 two-hybrid, luciferase; inhibition of corepressor binding, % at 3.98 µM; 360,000 compounds, 0.35% hits; AID 602229;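 active = inhibition above the mean of all tested compounds plus 3 SD, cut at about 70% in these data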;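 note: 0% = DMSO with NR2E3 transfected cells and 100% = cells lacking NR2E3 construct; higher means lower luciferase signal from less NR2E3 corepressor binding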
TWEAK Fn14 block = blocks TWEAK-Fn14 interaction in a reporter cell assay; 360,000 compounds, 2% hits; TWEAK-stimulated Fn14 reporter cells, luciferase luminescence, 8 h; inhibition, % at 10 µM; in the data active = inhibition above about 50%
Peg3 prom inh = reduces Peg3 promoter-driven luciferase expression in HeLa | 360,000 compounds, 1.7% hits | HeLa PEG-Prom luciferase reporter, luminescence, overnight | inhibition, % at 20 µM;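 active = inhibition of at least 50% at 20 µM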
KKLEB tox = reduces viability of KKLEB cystic fibrosis airway cells | AID 602141 | KKLEB CF airway cells viability, ATPlite luminescence, overnight; stronger effect = lower value; cells stimulated with P. aeruginosa culture filtrate | 360,000 compounds, 0.36% hits | activity change (cytotoxicity), % at 5 µM;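 active = corrected activity change at or below -50% at 5 µM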
Shn3 3UTR inh = inhibitors of Schnurri-3 3'UTR reporter in osteoblasts; Clone20 osteoblast Shn3 3'UTR firefly luciferase, 24 h; inhibition, % at 12.5 µM; 360,000 compounds, 0.52% hits;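 active = mean inhibition of at least 75% with every replicate also reaching 75%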;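 note: 0% = median of neutral control wells and 100% = pilot-screen positive control compound; some compounds past the cut are filed as inactive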
TRPM1 prom inh = reduces MITF-dependent TRPM1 promoter luciferase signal. SK-MEL-5 TRPM1 promoter luciferase, 24 h. inhibition, % at 12.5 µM. 330,000 compounds, 0.83% hits. AID 488899;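 active = mean inhibition across replicates of 60% or more, whatever share of single replicates reaches that level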; note: values of inactives mirror those of a sister screen read the other way
* hit, by the source's call; . = no result given. Some of the compounds tested; count on the stated rates, not on these rows.

SMILES	HIF-2a inh	C8 TRAIL sens	CF NFkB block	TROY signal inh	NR2E3 ag-1	NR2E3 ag-2	TWEAK Fn14 block	Peg3 prom inh	KKLEB tox	Shn3 3UTR inh	TRPM1 prom inh
Cc1ccc(C(=O)N2CC(=O)Nc3ccccc32)o1	14.2	6.8	0.3	12.1	2.0	-3.8	9.5	4.4	-9.9	1.0	16.8
COc1ccc(-n2c(=O)c3ccccc3n(CC(=O)NCC3CCCO3)c2=O)cc1 (stereo unspecified)	7.8	-13.3	-8.6	13.5	-0.9	21.6	4.7	-1.4	1.8	0.8	2.1
NC(=S)c1ncc(C(F)(F)F)cc1Cl	15.4	-7.1	-7.8	-14.8	4.6	-25.2	-3.3	6.7	11.2	3.2	9.1
COCC1CCCCN1C(=O)c1cc(COc2ccc(C)c(C)c2)on1 (stereo unspecified)	-225.9	-6.8	-16.9	-54.2	.	-80.8	-33.8	-299.2	5.9	-20.4	.
C/C(=N/NC(=O)c1nnn(-c2nonc2N)c1CSc1ccc(C)cc1)c1ccncc1	4.4	1.7	2.5	13.7	.	-45.0	-9.5	4.9	-9.1	12.9	.
O=C(NCCOc1ccccc1)C1=CC=CN2CCS(=O)(=O)N=C12	-0.6	17.3	1.4	7.3	.	6.7	13.2	-9.3	19.6	5.7	-6.6
c1ccc(CNc2ncnc3sc4c(c23)CCC4)nc1	10.6	4.3	-1.7	-28.6	1.9	1.9	-25.8	14.7	-5.4	0.0	9.0
COc1cc(/C=N\NC(=O)c2ccc(-c3ccccc3)cc2)cc(OC)c1OC(C)=O	-66.6	-1.8	-4.4	-0.6	.	12.9	-12.8	-80.0	9.9	-10.0	-26.7
COc1cccc(CC(=O)Nc2ccc(S(=O)(=O)Nc3nccs3)cc2)c1	8.4	-1.4	-0.5	-1.6	.	-41.4	-7.0	11.5	20.0	20.9	1.3
O=C(CCN1C(=O)C2C3CCC(C3)C2C1=O)OCC(=O)c1ccccc1 (stereo unspecified)	-2.7	-0.6	20.6	-22.9	.	-9.1	-3.6	-2.6	-8.2	-7.1	3.1
CCC1(C)COC(c2ccc3c(c2)OCO3)OC1 (stereo unspecified)	-18.7	13.9	10.0	-28.2	.	-20.2	2.1	-34.1	-24.8	-9.9	-5.6
O=C(CN1C(=O)c2ccccc2C1=O)NCc1ccc(N2CCOCC2)cc1	11.0	7.4	16.0	-19.4	2.3	17.9	8.1	3.0	-6.6	-7.0	6.2
CCOc1ccc(OCC)c(NC(=O)CSc2nnc(C3CC3)n2CC)c1	15.6	5.4	-5.7	6.6	-1.8	-4.7	9.9	13.2	-0.1	5.4	-0.5
CN(CCc1ccccc1)C(=O)c1ccc(NC(=O)Cc2ccc([N+](=O)[O-])cc2)cc1	-8.0	5.9	12.0	15.4	.	16.8	5.2	21.8	-28.5	56.7	28.7
CC1CCCCC12NC(=O)N(CC(=O)Nc1sc3c(c1C(N)=O)CCC3)C2=O (stereo unspecified)	1.9	-8.7	-7.1	-10.4	1.6	-6.5	-6.1	5.9	-0.6	4.8	9.7
CCN(C(=O)COC(=O)CCOc1cccc(C)c1)c1c(N)n(Cc2ccccc2)c(=O)[nH]c1=O	4.0	7.9	22.2	-14.3	.	0.2	10.6	-5.6	4.8	1.5	5.3
COCCn1nnnc1C(c1cc2ccc(C)cc2[nH]c1=O)N(Cc1ccco1)Cc1cccs1 (stereo unspecified)	10.9	4.5	5.7	-6.3	0.8	3.4	41.0	11.3	7.1	-10.9	-3.9
C=CCNC(=O)CSc1nc2scc(-c3ccco3)c2c(=O)n1CC=C	-12.7	-5.0	18.9	7.4	-0.2	-12.3	-19.8	-8.8	-24.9	12.2	-1.6
O=C(O)Cc1sc(-c2ccc(Cl)cc2)nc1-c1ccccc1	-20.3	21.2	7.2	-30.1	2.5	-30.7	11.2	-3.6	5.3	-10.8	-2.6
O=C(N[C@H]1C/C=C\C[C@H](CC(=O)N(CCO)Cc2ccccc2)C(=O)N[C@H](Cc2c[nH]c3ccccc23)COC1=O)OCC1c2ccccc2-c2ccccc21	12.9	-6.5	7.0	-13.0	.	2.3	21.3	-0.4	7.9	13.9	-0.9
Cc1cccc(-n2nc3c(c2NC(=O)C(C)C)CS(=O)(=O)C3)c1C	7.5	2.6	2.1	-4.7	-1.2	-29.4	1.7	8.7	-4.6	0.8	-8.5
Cc1nn(C)c(C)c1NS(=O)(=O)c1cccc(Br)c1	14.7	9.2	-11.3	-0.7	-3.8	-8.3	4.2	9.8	0.4	10.4	1.8
O=C(COc1ccc(Cl)cc1Cl)NN1C(=O)C2C3C=CC([C@@H]2C1=O)C31CC1 (stereo partly specified)	12.8	-6.9	7.9	-20.2	-0.3	-12.3	8.4	10.6	4.1	-21.9	5.7
CCOC(=O)C1=C(C)NC(C)=C(C(=O)OCC)C1c1cccc(C)n1	8.4	-2.6	5.5	3.6	-1.6	-23.5	-12.4	5.9	1.5	-7.5	4.1
CC(NS(=O)(=O)c1ccc(Br)cc1)C(c1cccs1)N1CCN(C)CC1 (stereo unspecified)	3.3	-0.2	-7.0	2.4	0.7	8.2	6.2	-10.3	9.4	-5.6	.
CCN1CCN(c2oc(-c3ccc(OC)cc3)nc2C#N)CC1	-8.9	-6.2	6.0	-17.0	7.3	-15.1	-2.1	13.2	2.8	12.4	4.2
Cc1cccc(CCNC(=O)c2oc3c(C)c(C)ccc3c2C)n1	-7.1	-23.2	4.3	6.2	2.3	-34.2	-15.4	-2.5	0.1	16.1	-29.2
CCN(CC)C(=O)CSc1nc2ccccc2n1CC(=O)N1CCN(c2ccccc2OC)CC1	11.1	-8.0	-5.8	-6.2	1.5	-17.0	7.8	17.1	1.9	-6.6	2.9
Cc1sc2ncnc(NCC(c3ccccc3)N(C)C)c2c1C (stereo unspecified)	24.3	4.5	10.8	-10.8	4.1	1.4	-5.5	6.8	-3.8	10.6	-9.8
Cc1ccc2nc(SCCCCOc3ccccc3)[nH]c2c1	-48.2	16.9	5.3	39.4	0.5	27.8	-7.5	-18.8	5.4	-0.2	-7.6
Cn1c(=O)c2c(nc(NCc3ccco3)n2Cc2ccccc2Cl)n(C)c1=O	4.8	5.6	12.8	22.1	0.4	12.4	-12.2	7.3	-18.1	58.9	5.9
C[C@H]1CN([C@@H](C)CO)C(=O)c2cccc(NC(=O)c3ccncc3)c2O[C@H]1CN(C)C(=O)Nc1ccccc1	17.3	-1.6	-11.9	-2.4	.	-6.7	1.5	5.4	-7.3	11.7	6.1
c1cncc(C(c2nnnn2C2CCCC2)N2CCN(Cc3ccc4c(c3)OCO4)CC2)c1 (stereo unspecified)	12.1	-2.6	1.9	-37.5	3.9	-10.5	13.3	8.9	7.6	-1.5	-14.2
COc1ccccc1CCNC(=O)c1nccnc1C(=O)O	13.7	2.1	-9.5	12.8	-1.8	0.1	19.3	-3.9	0.2	-47.6	-0.9
C[C@H](CO)N1C[C@H](C)[C@@H](CN(C)S(=O)(=O)c2ccccc2)Oc2ccc(NC(=O)C3CC3)cc2C1=O	0.7	-11.8	0.3	-1.8	.	-7.8	4.4	17.0	5.5	-10.2	-3.1
CCc1ccc(NC(=O)N2CCN(C(=O)C3CCCO3)CC2)cc1 (stereo unspecified)	-10.6	0.9	9.7	-17.1	1.6	-38.7	3.1	-3.0	1.2	-16.3	0.5
C=Cn1cc[n+](CC(=O)c2ccc(Br)s2)c1	10.5	-5.4	1.8	-17.6	-2.9	20.4	-7.6	8.6	-9.6	-4.4	7.5
N#Cc1cc(C#N)c(N2CCN(c3ccccn3)CC2)nc1N	-297.7	-6.3	-26.7	-13.1	5.9	-74.6	-21.0	-284.6	1.0	2.4	-97.3
Cc1cc(NC(=O)CCC(=O)N(c2ccccc2)C(C(=O)NC2CCCC2)c2ccc(F)cc2)no1 (stereo unspecified)	6.6	-6.3	-0.2	-14.7	2.4	-18.2	-4.4	18.7	-1.7	3.3	9.3
O=C(Cn1c(CO)nc2ccccc21)Nc1cc(C(F)(F)F)ccc1N1CCOCC1	9.9	3.5	-2.9	1.0	-1.3	-32.6	-5.9	-5.3	0.6	5.8	4.0
COC(=O)Cc1coc2cc(OC)ccc12	9.8	-4.1	-13.4	-5.4	2.1	-15.2	-7.0	0.1	-17.5	-7.1	-8.4
O=C(COc1ccc2c3c(c(=O)oc2c1)CCCC3)NC(Cc1ccc(Cl)cc1)C(=O)O (stereo unspecified)	8.5	3.7	-3.4	-0.8	-0.8	-16.3	-7.4	2.6	10.8	-4.9	-0.7
COc1ccc(NC(=O)c2cc(C)no2)cc1OC	6.7	-1.6	14.6	3.1	-0.5	2.9	28.3	5.8	-0.1	2.1	-6.9
COc1ccc(-c2nn(-c3ccccc3)cc2C(=O)N(C)CC(=O)Nc2cccc(F)c2)cc1	6.1	1.0	-0.6	-5.1	3.0	10.1	6.4	21.0	-20.1	-3.0	7.6
COc1ccc(Cn2c(SCC#N)nc3ccc(N4CCOCC4)cc3c2=O)cc1	-224.6	-1.6	23.1	-53.4	-0.6	-121.2	7.1	-175.5	-13.9	-96.6	-68.4
Cc1ccc(N2CCN(S(=O)(=O)c3nnc(NC(=O)c4ccco4)s3)CC2)cc1	6.4	-10.4	-0.6	-15.9	-0.7	-8.9	9.5	0.6	20.9	-4.0	.
COc1ccc(-c2cc(C(=O)N3CCN(c4ccccc4)CC3)c3ccccc3n2)cc1OC	-41.2	-21.1	-8.8	4.5	0.3	8.9	16.3	33.8	2.0	12.4	3.1
Cc1nonc1C(=O)N/N=C/c1ccc(O)cc1	-94.4	-12.3	7.4	-15.7	-3.8	-23.1	14.8	3.9	-7.6	-86.5	-15.8
COCCOC(=O)C1=C(C)NC(=O)NC1c1cccc(F)c1 (stereo unspecified)	26.9	4.5	19.5	13.7	1.3	-1.4	24.2	16.4	1.6	7.8	19.1
CC(C)c1cccc(C(C)C)c1NC(=O)CN1C(=O)NC2(CCCCCCC2)C1=O	-6.3	7.5	25.8	-1.9	-0.3	5.8	1.1	-9.7	-4.8	7.8	-3.6

Compound profiles, as listed above. Screens in order: HIF-2a inh	C8 TRAIL sens	CF NFkB block	TROY signal inh	NR2E3 ag-1	NR2E3 ag-2	TWEAK Fn14 block	Peg3 prom inh	KKLEB tox	Shn3 3UTR inh	TRPM1 prom inh
`COc1ccc(Cn2c(SCC#N)nc3ccc(N4CCOCC4)cc3c2=O)cc1` across the screens: -224.6	-1.6	23.1	-53.4	-0.6	-121.2	7.1	-175.5	-13.9	-96.6	-68.4
`COc1ccc(-c2nn(-c3ccccc3)cc2C(=O)N(C)CC(=O)Nc2cccc(F)c2)cc1` across the screens: 6.1	1.0	-0.6	-5.1	3.0	10.1	6.4	21.0	-20.1	-3.0	7.6
`C=Cn1cc[n+](CC(=O)c2ccc(Br)s2)c1` across the screens: 10.5	-5.4	1.8	-17.6	-2.9	20.4	-7.6	8.6	-9.6	-4.4	7.5
`N#Cc1cc(C#N)c(N2CCN(c3ccccn3)CC2)nc1N` across the screens: -297.7	-6.3	-26.7	-13.1	5.9	-74.6	-21.0	-284.6	1.0	2.4	-97.3
